TbREL1 primary – TbREL1 RNA ligase inhibitors, primary screen, biochemical, FRET fluorescence | inhibition, % at 9.66 µM | RNA-editing ligase 1, mitochondrial (Trypanosoma brucei brucei), P86926 | TbREL1 RNA ligation | actives 0.49% (n = 89,000);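 active = inhibition above the mean inhibition across all screened compounds plus 3 SD, cut at about 11% in these data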;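 also: 0% = plate median of test wells and 100% = NSC42067 control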
Target sequence (P86926 whole entry, looked up): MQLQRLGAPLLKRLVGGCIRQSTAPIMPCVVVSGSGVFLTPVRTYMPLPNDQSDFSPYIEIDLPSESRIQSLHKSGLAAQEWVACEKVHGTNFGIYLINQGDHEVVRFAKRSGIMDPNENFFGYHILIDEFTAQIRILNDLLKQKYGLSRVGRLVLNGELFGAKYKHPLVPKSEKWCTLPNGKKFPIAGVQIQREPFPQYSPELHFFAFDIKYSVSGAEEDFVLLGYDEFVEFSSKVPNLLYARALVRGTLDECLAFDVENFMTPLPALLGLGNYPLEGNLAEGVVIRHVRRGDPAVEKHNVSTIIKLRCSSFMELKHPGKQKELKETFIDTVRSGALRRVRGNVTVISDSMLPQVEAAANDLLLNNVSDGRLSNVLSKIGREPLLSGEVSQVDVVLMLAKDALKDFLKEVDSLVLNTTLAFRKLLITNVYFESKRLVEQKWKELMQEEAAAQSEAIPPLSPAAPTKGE
Active calls of the source: *.

TbREL1 primary	SMILES
-1	CC1CCN(C(=O)CNC(=O)CNC(=O)Cc2ccccc2)CC1
-2	COc1cc(CNn2c(C)n[nH]c2=S)cc(Cl)c1OCc1ccc(F)cc1
3	O=C(NCCCN1CCCC1=O)c1cccnc1
3	CC[C@]12c3[nH]c4ccc(Cl)cc4c3CCN1C(=O)[C@@H](CC(=O)NCC13CC4CC(CC(C4)C1)C3)C[C@@H]2C(=O)N1CCN(C(=O)c2ccco2)CC1
0	Cn1c(SCC(=O)NCc2ccco2)nnc1-c1ccccc1
2	Clc1cccc2sc(-c3nnc(-c4ccccc4)o3)c(Cl)c12
0	Cc1nn(-c2ccccc2)c2sc(C(=O)NC3CC3)cc12
-4	Cc1cc(N2CCC(C(=O)Nc3ccc(F)cc3)CC2)nc(-c2ccccc2)n1
0	O=C(O)CNC(=O)c1ccc(Oc2c(F)c(F)c(Oc3ccc(C(=O)NCC(=O)O)cc3)c(F)c2F)cc1
-2	CCOC(=O)c1ccccc1NS(=O)(=O)c1cnn(CC)c1C
-2	CSc1ccc(S(=O)(=O)N2CCC(C(=O)Nc3cccnc3)CC2)cc1
-1	COC(=O)[C@]12C[C@H](CC(=O)NCCc3ccccc3OC)C(=O)N(Cc3ccc(Cl)cc3Cl)C1=C[C@H](C(C)C)O[C@@H]2C1CC1
2	CNC(=O)COC(=O)c1cc(-c2ccccc2)nn1-c1ccccc1
-1	O=C1OC(c2cccs2)=N/C1=C\c1ccc(-c2cccc(Cl)c2)o1
-2	Cc1nc(=O)c(-c2ccccc2)c(C)n1-c1ccc(C(=O)O)cc1
2	COc1ccccc1CCNC(=O)c1cnn2c(C(F)F)cc(C)nc12
2	COC(=O)CN1C(=O)[C@H]2[C@@H](c3ccc(C)o3)N3C(=O)CN(CC4CC4)C(=O)[C@@]3(C)[C@H]2C1=O
-2	Cn1c(NC(=O)c2cccc(C(F)(F)F)c2)cc(=O)n(C)c1=O
0	O=C(COc1ccc(S(=O)(=O)N2CCCC2)cc1)NCc1cccnc1
2	Cc1ccc2nc(NC(=O)COC(=O)c3ccccn3)sc2c1
-2	CCCCC[C@H]1CN(C2CCCCC2)C(=O)[C@@H]1CC(=O)NCc1ccc(OC)cc1
-2	O=C(CCN1C(=O)/C(=C/c2cccs2)SC1=S)Nc1ccc(C(=O)O)cc1
-2	CCCCN1c2cc(C)c(O)cc2C(C(=O)OCC)C1C (stereo unspecified)
2	O=C(O)CCCC(=O)Nc1ccccc1C(=O)O
-5	CC(CCc1ccccc1)NC(=O)CN1CCOc2ccccc21 (stereo unspecified)
3	CCCOc1ccc(F)cc1-c1cc(C(=O)NC(C)C)[nH]n1
2	CCCc1nc2ccc(Br)cn2c1Cc1cccc(Cl)c1
0	O=C(CCc1nc(-c2ccccc2F)no1)Nc1ccc(Oc2ccccc2)cc1
-1	Cc1ccc(-n2c(SCC(=O)NCc3cccs3)nnc2-c2ccoc2C)cc1
-1	CC(C)C[C@H](NC(=O)Nc1ccccc1F)C(=O)O
-1	C[C@@H]1C(c2cccc(Cl)c2)=NN(c2ccccc2)[C@H]1C(=O)N1CCOC1=O
-5	CCn1c(=O)cc(C(F)(F)F)[nH]c1=S
-2	O=C(Nc1ccc(F)cc1F)c1ccc(-n2cncn2)nc1
-8	CC1=C(C(=O)OC(C)C)C(c2cccs2)C(C(=O)OC(C)C)=C(C)N1
-1	CCOC(=O)c1cc(CN2CCOCC2)oc1-c1ccccc1
-3	CN(C)c1ccc(NC(=O)COC(=O)c2cc(=O)c3ccccc3o2)cc1
1	COCc1cc(=O)n2[nH]c(-c3cccs3)cc2n1
-6	S=C(NCCSCc1ccc(Cl)c(Cl)c1)Nc1ccccc1
0	C=CCN(CC(=O)NCc1ccc(F)cc1)C(=O)c1csnn1
5	N#Cc1ccc(Oc2ccc(C#N)c(C#N)c2)cc1C#N
1	Cc1cc(C)n(CC(O)COc2ccccc2)n1 (stereo unspecified)
-2	CCCc1cc(=O)oc2cc(C)cc(O)c12
-5	CC1(C(=O)NS(=O)(=O)c2ccccc2Cl)CCN1C(=O)C1(c2ccccc2)CCCC1 (stereo unspecified)
-1	CCCCC#CC(CC)NCc1ccc(OC)cc1OC (stereo unspecified)
3	Cn1c(/C(C#N)=C/c2ccc(-c3ccc(S(N)(=O)=O)cc3)o2)nc2ccccc21
5	CCC1CCCCN1C(=O)c1ccc(OC)c(OC2CCN(C(C)=O)CC2)c1 (stereo unspecified)
2	Cn1cc(Cl)c(C(=O)N(Cc2ccccc2)c2ccccn2)n1
2	Cc1cccnc1NC(=O)Cn1c(=O)oc2ccccc21
1	O=C(NN(C(=O)c1ccccc1)c1ccccc1)c1ccccc1
-6	COC(=O)C1=C(C)N(Cc2ccccc2)C(=S)NC1c1ccc(-c2ccccc2)cc1 (stereo unspecified)
7	CC(=O)Nc1ccc(-c2ccc3nnc(C)n3n2)cc1
-3	Cc1ccc(C(=O)Nc2c(C#N)c(C)c(C)n2Cc2ccccc2)cc1
-1	CC(=O)NC(c1ccccc1)c1nc(-c2ccccc2C)cs1 (stereo unspecified)
0	O=C(O)CCCC(=O)NNc1ncnc2ccccc12
-3	C=CCNC(=S)NNC(=O)c1cccc2ccccc12
5	Cc1ccc(S(=O)(=O)N(CC(=O)N2CCC(C)CC2)c2ccccc2)cc1
4	CCOC(=O)c1sc(N2C(=O)C(O)=C(C(=O)c3ccco3)C2c2ccc(C)o2)nc1C (stereo unspecified)
-2	CCOCCOc1cccc(C(=O)NC(c2ccccc2)C(C)C)c1 (stereo unspecified)
2	Cc1ccc2c(c1)C1CS(=O)(=O)N(Cc3ccccc3)C(=O)N1C2 (stereo unspecified)
2	COC(=O)[C@]1(Cc2ccccc2)N[C@H](c2ccc(-c3ccccc3)cc2)[C@@H]2C(=O)N(C)C(=O)[C@@H]21

Further results:
TbREL1 primary	SMILES
-1	CCCC1CCC2(CC1)CCC2OC(=O)Nc1ccc2c(c1)OCO2 (stereo unspecified)
4	O=c1nc(C(F)(F)F)nc2ccccn12
-2	Cc1ccc(C(=O)c2c3ccccc3[n+]([O-])n2CCC(=O)O)cc1
0	Cc1ccc(NC(=O)C2(S(=O)(=O)c3ccc(Cl)cc3)CC2)c(Br)c1
-1	O=C(c1ccccn1)N1N=C2/C(=C/c3ccc(F)cc3)CCCC2C1c1ccc(F)cc1 (stereo unspecified)
-1	CCOC(=O)C1=C(CP(=O)(c2ccccc2)c2ccccc2)NC(=O)NC1c1ccc(Cl)cc1 (stereo unspecified)
2	O=C(c1ccccc1)c1ccc2ccccc2c1
1	CC(C)=NNc1cc([N+](=O)[O-])cc2c1C(=O)N(C)S2=O (stereo unspecified)
-2	CC(C)N(C(=O)Cn1c(SCC(=O)Nc2nccs2)nc2ccccc21)C(C)C
3	Cc1cc(Br)c(NC(=O)COC(=O)C2CC2C)c(Br)c1 (stereo unspecified)
-1	CC(=O)Nc1ccc(S(=O)(=O)NC(CC(=O)O)c2ccc(C)cc2)cc1 (stereo unspecified)
-1	CCCCn1nc2cc(C(=O)NCC34CC5CC(CC(C5)C3)C4)ccc2c1OC
1	CCC(=O)c1c[nH]c(C(=O)NCc2cccnc2)c1
-4	O=C(NCc1ccco1)c1ccc(Cn2c(=O)c3ccccc3n(Cc3cccc(F)c3)c2=O)cc1
3	Cn1nc(C(F)(F)F)cc1C(=O)Nc1ccc(Cl)cc1
3	O=C(NCc1ccccc1)C(c1cc2ccccc2o1)n1c(=O)c(-c2ccco2)nc2ccccc21 (stereo unspecified)
-4	CN1CCN(c2nc(-c3ccccc3Cl)nc3ccccc23)CC1
4	CC1=NN(C(=O)Cc2ccccc2)C(O)(c2cccnc2)C1 (stereo unspecified)
8	Cc1ccccc1C(=O)O/N=C(\N)c1cccc([N+](=O)[O-])c1
-3	COc1ccc(C(=O)O/N=C(/c2ccccc2)c2ccncc2)cc1OC
3	O=C1CCC/C=C\C[C@H](CC(=O)N(CCO)Cc2ccccc2)C(=O)N2CCC[C@@H]2CO1
2	CN(C)CC(C)(C)CNS(=O)(=O)c1ccc(OC(F)(F)F)cc1
6	CCOc1ccc(N2C(=O)CC(N3CCN(c4ccc(C(=O)c5ccncc5)cc4)CC3)C2=O)cc1 (stereo unspecified)
-1	O=C(CSc1nc(NS(=O)(=O)c2ccccc2)cc(=O)[nH]1)Nc1ccccc1C(F)(F)F
5	COc1cc(CC(=O)OCC(=O)NC2CCCC2)cc(OC)c1OC
3	NS(=O)(=O)c1ccc(N2N=C(c3ccccc3)CC2c2cccc(Br)c2)cc1 (stereo unspecified)
-6	CC(NC(=O)c1ccccc1F)c1nnc(SCC(=O)NC2CCCC2)n1C (stereo unspecified)
-3	CCOCCc1nnc(NC(=O)c2ccc(OC)c(OC)c2)s1
0	Cc1ccc(CNC(=O)CN(C)S(=O)(=O)c2cccc3cccnc23)cc1
1	NC(=O)NC(CC(=O)NNC(=O)c1ccccn1)c1ccc(Cl)cc1 (stereo unspecified)
2	COc1ccc(/C=C2\SC(=S)N(CC(=O)NC3C=CS(=O)(=O)C3)C2=O)cc1 (stereo unspecified)
3	COc1cccc(OCCc2c(C)n[nH]c2C)c1
-2	CC(=O)N1CCN(c2ccc(NC(=O)c3ccc([N+](=O)[O-])cc3Cl)cc2)CC1
0	O=C(O)c1ccc(S(=O)(=O)c2ccccc2)cc1
-3	Nc1c(Cl)cc(-c2csc(NC(CO)c3nc4ccccc4n3CCOCCO)n2)cc1Cl (stereo unspecified)
2	Cc1ccc(S(=O)(=O)n2nc(OC(=O)c3cccc(F)c3)cc2N)cc1
3	CC(=O)c1ccc(OCc2cc(C(=O)N(C)Cc3ccccn3)no2)cc1
0	Cc1ccc(C)c(C(=O)COC(=O)c2cccc(N3C(=O)c4c(C)nc5ccccc5c4C3=O)c2)c1
3	CN(Cc1ccccc1)C(=O)c1nc2ccccn2c1CN1CCC(N2CCOCC2)CC1
3	Cc1ccc(-c2nc(CS(=O)(=O)CC(=O)NCCN3CCCC3)c(C)o2)cc1
2	O=C(Nc1ccccc1Cl)NC1(C(=O)NCCCN2CCOCC2)CCCCC1
1	O=C(CSC1=NS(=O)(=O)c2cc(F)ccc2N1)Nc1ccccc1F
1	CC(C)(C)c1ccc(C(=O)O[C@H]2[C@H](Cc3ccccc3)NS(=O)(=O)[C@H]3C[C@@H]4C=C[C@]23O4)cc1
-2	CC(C)COC(=O)C(C#N)c1nc2ccccc2nc1N1CCN(Cc2ccc3c(c2)OCO3)CC1 (stereo unspecified)
-2	COc1ccc([C@@H]2CC=C(C(=O)O)CN2S(=O)(=O)c2ccc(Cl)cc2)cc1
1	CCN(C(=O)[C@@H](C)[C@@H](O)c1ccc(C(C)=O)cc1)c1ccccc1
-2	CCO[C@H]1OC(C(=O)NC2CC2)=C[C@@H](C2CCCCC2)[C@@H]1CCCO
-4	Cc1cccc2cc(CN(CC3CCCO3)C(=S)NCc3ccco3)c(=O)[nH]c12 (stereo unspecified)
-2	Cc1cc(=O)[nH]c(N)n1
0	CN(Cc1ccco1)c1ncnc2ccc(-c3ccccc3Cl)cc12
1	COC(=O)c1cc(OC)c(OC)cc1NC(=S)N1CCC(C(N)=O)CC1
3	COc1ccc(CNC(=O)c2cc(C3CC3)on2)cc1
-5	COc1ccccc1Nc1nnc(SCC(=O)c2cc(C)n(CC3CCCO3)c2C)s1 (stereo unspecified)
-3	CCOC(=O)c1c(C)[nH]c(C(=O)CN(C)CC(=O)Nc2ccccc2C(F)(F)F)c1C
-5	O=C1ON=C(c2ccccc2)/C1=C/c1ccc(OS(=O)(=O)c2ccccc2)cc1
-5	COc1ccc(S(=O)(=O)NCCSC(C)(C)C)cc1Cl
0	COc1ccc(S(=O)(=O)n2nc(OC(=O)c3ccccc3Br)cc2N)cc1
0	CCOC(=O)CN(C(=O)CN1CCOCC1)c1ccc(Br)cc1
0	COc1ccccc1NC(=O)c1ccc(NC(=O)CSc2nnnn2C)cc1
-3	CSc1ccc(/C=C/C(=O)OCC(=O)N(C)CCC#N)cc1

As a short view, some entries already given:
TbREL1 primary	SMILES
2	COc1ccc(/C=C2\SC(=S)N(CC(=O)NC3C=CS(=O)(=O)C3)C2=O)cc1 (stereo unspecified)
3	COc1cccc(OCCc2c(C)n[nH]c2C)c1
-2	CC(=O)N1CCN(c2ccc(NC(=O)c3ccc([N+](=O)[O-])cc3Cl)cc2)CC1
0	O=C(O)c1ccc(S(=O)(=O)c2ccccc2)cc1
-3	Nc1c(Cl)cc(-c2csc(NC(CO)c3nc4ccccc4n3CCOCCO)n2)cc1Cl (stereo unspecified)
2	Cc1ccc(S(=O)(=O)n2nc(OC(=O)c3cccc(F)c3)cc2N)cc1
3	CC(=O)c1ccc(OCc2cc(C(=O)N(C)Cc3ccccn3)no2)cc1
0	Cc1ccc(C)c(C(=O)COC(=O)c2cccc(N3C(=O)c4c(C)nc5ccccc5c4C3=O)c2)c1
3	CN(Cc1ccccc1)C(=O)c1nc2ccccn2c1CN1CCC(N2CCOCC2)CC1
3	Cc1ccc(-c2nc(CS(=O)(=O)CC(=O)NCCN3CCCC3)c(C)o2)cc1
2	O=C(Nc1ccccc1Cl)NC1(C(=O)NCCCN2CCOCC2)CCCCC1
1	O=C(CSC1=NS(=O)(=O)c2cc(F)ccc2N1)Nc1ccccc1F
1	CC(C)(C)c1ccc(C(=O)O[C@H]2[C@H](Cc3ccccc3)NS(=O)(=O)[C@H]3C[C@@H]4C=C[C@]23O4)cc1
-2	CC(C)COC(=O)C(C#N)c1nc2ccccc2nc1N1CCN(Cc2ccc3c(c2)OCO3)CC1 (stereo unspecified)
-2	COc1ccc([C@@H]2CC=C(C(=O)O)CN2S(=O)(=O)c2ccc(Cl)cc2)cc1
1	CCN(C(=O)[C@@H](C)[C@@H](O)c1ccc(C(C)=O)cc1)c1ccccc1
-2	CCO[C@H]1OC(C(=O)NC2CC2)=C[C@@H](C2CCCCC2)[C@@H]1CCCO
-4	Cc1cccc2cc(CN(CC3CCCO3)C(=S)NCc3ccco3)c(=O)[nH]c12 (stereo unspecified)

Carrying on:
TbREL1 primary	SMILES
-1	O=C1c2cccc3c(N4CCCCC4)ccc(c23)C(=O)N1c1cccc(O)c1
-2	CCOc1ccc(-n2c(=O)[nH]cc(C(=O)Nc3ccc(OC)c(OC)c3)c2=O)cc1
-1	O=C1CC(N2CCN(C/C=C/c3ccccc3)CC2)C(=O)N1Cc1ccc(N2CCCC2=O)cc1 (stereo unspecified)
2	Clc1ccc(-c2n[nH]c3c2CCC3)c(Cl)c1
-2	Nn1c(SCC(=O)NC2CCCc3ccccc32)nnc1-c1cccs1 (stereo unspecified)
5	C[C@H]1CN(CCc2ccccc2)C(=O)[C@@H]1CC(=O)Nc1ccccc1

Some of the compounds tested (hit frequency here may not be typical).
